# 14-3-3 Bad inh = disrupts binding of bovine 14-3-3 zeta to phospho-Bad peptide; TR-FRET 14-3-3zeta/Dy647-pBad peptide displacement, 1 h; inhibition, % at 21.7 µM; actives 0.71% (n = 220,000); AID 781;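 active = inhibition above about 70%, limit read from the data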;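 note: 0% = full 14-3-3 plus peptide FRET controls and 100% = background without 14-3-3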
# Target sequence (P63103 whole entry, looked up): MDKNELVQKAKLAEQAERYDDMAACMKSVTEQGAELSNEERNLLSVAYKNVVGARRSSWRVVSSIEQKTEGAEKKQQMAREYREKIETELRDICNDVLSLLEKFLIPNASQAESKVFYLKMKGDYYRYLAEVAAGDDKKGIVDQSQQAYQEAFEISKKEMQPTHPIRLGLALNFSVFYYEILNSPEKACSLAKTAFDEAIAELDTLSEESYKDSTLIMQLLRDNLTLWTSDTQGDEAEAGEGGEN
# Runt-CBFb FRET = inhibitors of human RUNX1 Runt domain binding to CBFb. Q01196+Q13951. Cerulean-Runt/Venus-CBFb FRET ratio 530/480, 1 h. inhibition, % at 20 µM. actives 0.46% (n = 220,000). AID 1496;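 active = inhibition over about 50% at 20 µM in the single-dose screen, limit read from the data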;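 note: 0% = DMSO wells and 100% = excess unlabeled CBFb competitor control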
#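 Schedule: protein complex preformed 1 h, compound exposure 1 h, room temperature, dark; test system: Cerulean-labeled Runt domain protein; amount: 100 nM per protein; buffer or medium: Tris 50 mM pH 7.5, KCl, K2SO4, 0.01% BSA; read-out: loss of energy transfer signal; detection: FRET fluorescence; controls: 5 µM unlabeled CBFb as full-inhibition high control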
# TbHK1 inh = blocks Trypanosoma brucei hexokinase 1 activity. actives 0.11% (n = 220,000). inhibition, % at 10 µM. AID 1430. recombinant TbHK1, G6PDH-coupled NADH A340;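 active = inhibition of 50% or more in the single-dose primary screen; inactive = inhibition below 50%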
# p47phox inh = blocks human p47phox regulatory protein of NADPH oxidases; P14598; p47phox/p22phox peptide binding, fluorescence polarization, 2 h; inhibition, % at 24.7 µM; actives 0.53% (n = 220,000); AID 1274;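 active = inhibition above about 30%, limit read from the data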;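 note: 0% = p47phox with labelled peptide and 100% = labelled peptide alone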
# EBV gp42 block = inhibitors of Epstein-Barr virus glycoprotein 42. Q1HVG2. Fluorescence polarization binding assay, mP read-out. inhibition, % (tested at 21.74 µM). actives 0.42% (n = 220,000). AID 1085; in the data active = inhibition above about 50%
# Target sequence (Q1HVG2 whole entry, looked up): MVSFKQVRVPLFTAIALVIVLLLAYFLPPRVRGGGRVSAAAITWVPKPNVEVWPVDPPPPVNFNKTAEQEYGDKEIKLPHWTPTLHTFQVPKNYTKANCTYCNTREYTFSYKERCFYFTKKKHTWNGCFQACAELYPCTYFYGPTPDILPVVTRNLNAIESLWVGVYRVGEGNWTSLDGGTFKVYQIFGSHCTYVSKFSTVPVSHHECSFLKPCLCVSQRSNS
# L929 necroptosis = blocks zVAD induced death of L929 cells; L929 zVAD necroptosis rescue, ATP luminescence, 24 h; with zVAD 60 µM; viability rescue, % at 10 µM; actives 0.38% (n = 220,000); AID 1377;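 active = activation, scaled between plate controls, above about 75%, limit read from the data; inactive = activation under that limit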;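 note: 0% = zVAD with DMSO and 100% = DMSO alone without zVAD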
# Runt-SMMHC FRET = inhibitors of human RUNX1 Runt domain binding to CBFb-SMMHC; Cerulean-Runt/Venus-CBFb-SMMHC FRET ratio 530/480, 1 h; Q01196+Q13951; inhibition, % at 20 µM; AID 1434; actives 0.74% (n = 220,000);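 active = mean inhibition across duplicate retests at 20 µM reaching about 50%, limit read from the data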;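 note: 0% = DMSO wells and 100% = wells with excess untagged CBFb-SMMHC; inhibitors lower the FRET ratio by blocking Runt binding to CBFb-SMMHC; some results filed as inactive read as strong as hits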
# Mdm2 ligase inh = blocks human Mdm2 ubiquitin ligase activity; cell-based MDM2 ubiquitination luciferase reporter, 2 h; 0 = plate control, 100 = twice control, blank-subtracted; actives 0.11% (n = 210,000); Q00987; AID 1230; signal enhancement, % at 5 µM;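 active = signal enhancement of 30% or more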;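 note: luminescence tracks abundance of the self-degrading MDM2-luciferase fusion protein; higher signal means inhibition of MDM2 E3 ligase activity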
# Target sequence (Q00987 whole entry, looked up, the tested form may be a part): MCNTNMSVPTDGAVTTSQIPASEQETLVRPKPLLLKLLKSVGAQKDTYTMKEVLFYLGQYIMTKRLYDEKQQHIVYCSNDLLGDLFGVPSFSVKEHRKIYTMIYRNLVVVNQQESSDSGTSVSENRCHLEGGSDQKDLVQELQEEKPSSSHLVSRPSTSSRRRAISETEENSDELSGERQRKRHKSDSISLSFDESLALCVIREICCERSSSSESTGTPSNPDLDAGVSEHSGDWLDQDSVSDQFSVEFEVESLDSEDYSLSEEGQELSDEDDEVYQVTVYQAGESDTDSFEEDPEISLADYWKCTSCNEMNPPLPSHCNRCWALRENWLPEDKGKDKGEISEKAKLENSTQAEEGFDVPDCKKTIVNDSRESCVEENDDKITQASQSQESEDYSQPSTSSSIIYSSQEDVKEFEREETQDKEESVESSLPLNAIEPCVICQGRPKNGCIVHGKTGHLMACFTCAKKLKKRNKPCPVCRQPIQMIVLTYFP
#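 Assay system: stable mammalian line carrying autodegrading MDM2–luciferase fusion reporter; amount: 2000 cells seeded into each well; buffer or medium: DMEM; benchmarks: plate control and blank wells; signal: luciferase luminescence; timing: 2 h compound exposure at 37 °C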
# Hck Nef HTS = human Hck-Nef kinase inhibition. P08631. actives 0.68% (n = 220,000). AID 463187. Recombinant Hck-YEEI plus Nef, Z-Lyte FRET kinase assay. inhibition, % at 20 µM;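 active = Hck-Nef kinase inhibition above about 50%, limit read from the data; inactive = inhibition below that limit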;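 note: 0% = DMSO with Hck plus Nef and 100% = Hck alone without Nef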
# Starred values were filed as active, the others as inactive; / = no result given; [ ] = dose if it differs, or a comment.
SMILES,14-3-3 Bad inh,Runt-CBFb FRET,TbHK1 inh,p47phox inh,EBV gp42 block,L929 necroptosis,Runt-SMMHC FRET,Mdm2 ligase inh,Hck Nef HTS
O=C(Oc1cccc(N2C(=O)CCC2=O)c1)C1CC(=O)N(c2ccc(Br)cc2)C1 (stereo not given),-10,-1,7,-4,-3,-0.2,-2,-3,4
CCOC(=O)C1=C(C)C(c2ccccc2O)NC(=O)N1 (stereo not given),6[fluorescence artefact?],1,-6,-7,-14,-0.8,1,-12,57*
COc1ccc(N(CC(=O)NCC(C)C)S(=O)(=O)c2ccccc2)cc1,2,/,-2,-9,-24,-1.2,/,5,21
COc1ccc(NC(=O)COC(C)=O)cc1Cl,5,1,0,-4,3,0.1,-1,0,0
Cc1ccc(C(=O)/C=C/c2ccc(F)cc2)o1,31,0,-14,-3,-8,0.3,-4,-10,8
CCCCn1cc([N+](=O)[O-])nc1C,7,1,-10,-12,-10,0.3,0,-10,2
O=C(Nc1nnc(-c2ccncc2)s1)Nc1ccccc1F,5,0,-7,10,6,78*,2,-12,22
Cc1ccc2nc(-c3ccc(NC(=S)NC(=O)C(C)C)cc3)sc2c1,-4[fluorescence artefact?],5,-31,-67,-35,0.3,1,4,7
COc1ccc(S(=O)(=O)NCCc2csc(-c3cccnc3)n2)cc1,7[fluorescence artefact?],-2,-5,-20,-15,0.6,2,-12,0
Cn1nc2c(c1C(=O)O)CCCC2,-9[fluorescence artefact?],0,3,-4,-7,-0.5,0,-5,8
O=C(CCCn1cnc([N+](=O)[O-])n1)Nc1cccc2ccccc12,-4,0,-3,-1,-12,0.0,-2,-5,3
COCCCNC(=O)c1c(NC(=O)c2cccs2)sc2c1CCCC2,-9,-6,-7,-4,5,0.1,-8,-1,-1
CC(NC(=O)Cc1cccc(C(F)(F)F)c1)c1ccc(F)cc1 (stereo not given),3,-2,-8,-6,-17,1.3,0,-9,-28
COC(=O)NC1(C(F)(F)F)NC(=O)N(C2CCCCC2)C1=O (stereo not given),19,0,1,-7,-5,-1.3,-4,-15,-9
COc1ccccc1N1CCN(CC(=O)NC(=O)NCc2ccco2)CC1,-1,2,-11,-21,-2,0.2,0,-3,1
COC(c1ccccc1)c1nnc(CCC(=O)NCCC(C)C)o1 (stereo not given),-7,-1,-1,-11,-22,1.2,2,-13,17
Cn1c(=O)c(/C=C/c2ccccc2)nc2ccccc21,-6,26,-16,-15,15,0.8,99*,-15,7
Oc1c(C(c2ccccc2)N2CCc3ccccc3C2)sc2ncnn12 (stereo not given),28,/,-4,-2,-19,1.1,4,-14,16
Nc1n[nH]c(=S)n1/N=C1/C(=O)Nc2ccccc21,38,-24,-11,23,-5,3.9,33,-1,18
O=c1[nH]cnc2c1cnn2Cc1ccccc1,-8,-1,2,-1,-1,0.3,-2,-10,-2

# An excerpt from above in order of their number in Runt-SMMHC FRET, falling.
SMILES	Runt-SMMHC FRET
CC(NC(=O)Cc1cccc(C(F)(F)F)c1)c1ccc(F)cc1 (stereo not given)	0
O=C(CCCn1cnc([N+](=O)[O-])n1)Nc1cccc2ccccc12	-2
COC(=O)NC1(C(F)(F)F)NC(=O)N(C2CCCCC2)C1=O (stereo not given)	-4

# Entries listed so far that contain fluorine (4):
SMILES,14-3-3 Bad inh,Runt-CBFb FRET,TbHK1 inh,p47phox inh,EBV gp42 block,L929 necroptosis,Runt-SMMHC FRET,Mdm2 ligase inh,Hck Nef HTS
Cc1ccc(C(=O)/C=C/c2ccc(F)cc2)o1,31,0,-14,-3,-8,0.3,-4,-10,8
O=C(Nc1nnc(-c2ccncc2)s1)Nc1ccccc1F,5,0,-7,10,6,78*,2,-12,22
CC(NC(=O)Cc1cccc(C(F)(F)F)c1)c1ccc(F)cc1 (stereo not given),3,-2,-8,-6,-17,1.3,0,-9,-28
COC(=O)NC1(C(F)(F)F)NC(=O)N(C2CCCCC2)C1=O (stereo not given),19,0,1,-7,-5,-1.3,-4,-15,-9

# The list continues.
SMILES,14-3-3 Bad inh,Runt-CBFb FRET,TbHK1 inh,p47phox inh,EBV gp42 block,L929 necroptosis,Runt-SMMHC FRET,Mdm2 ligase inh,Hck Nef HTS
CCC(CC)NC(=O)c1cc2c(C)nn(Cc3ccccc3Cl)c2s1,7,-1,-8,-24,-2,0.5,1,0,5
CCCSc1ccc2nc(-c3ccccc3)cn2c1,15,-3,-8,-6,7,0.0,1,-79,6
CCOC(=O)c1sc(NC(=O)Cc2ccc(C)cc2)nc1C,-8,-3,-2,-7,-1,65,2,-14,11
CC1CCN(c2ccc([N+](=O)[O-])cc2C(=O)O)CC1,-11[fluorescence artefact?],-6,-3,-19,-16,0.0,2,12,-1
CC1CCN(S(=O)(=O)c2ccc(C(C)C)cc2)CC1,-10,/,-1,3,8,-0.1,/,-6,15
O=C(CCn1nnc(-c2cccs2)n1)NC1CCCCC1,2[fluorescence artefact?],1,1,-10,-12,0.1,-5,-6,0
O=C(CS(=O)c1cccc(Cl)c1)Nc1ccccc1Cl (stereo not given),4,0,0,-11,-13,0.1,-1,1,0
COc1ccc(NC(=O)N(Cc2ccc3c(c2)OCO3)C2CC(=O)N(c3ccc(OC)cc3)C2=O)cc1 (stereo not given),-4,-1,-9,1,-2,-0.1,-1,-17,-2
O=C(COc1ccc(C(F)(F)F)cc1[N+](=O)[O-])Nc1cccc(C(F)(F)F)c1,6,0,-7,-6,5,1.4,2,-4,2
Cc1cc(C(=O)CN2C(=O)c3ccccc3S2(=O)=O)c(C)n1-c1ccccc1,-1,2,7,-44,-18,-0.6,-4,-40,5
CCOC(=O)c1ccc(NS(=O)(=O)CC)cc1,1,0,0,-5,-25,-0.2,0,16,-2
O=C(O)CSc1c(-c2ccccc2)[nH]c2ccccc12,4,-6,-3,5,-6,-0.2,-4,-1,0
CC(C)(C)NCCCCOc1ccccc1F,0,-2,10,-11,-31,-0.1,-1,-8,-1
O=C(Nc1ccc(N2CCOCC2)c(Cl)c1)c1ccccc1Cl,-13,-1,2,-3,-4,30,0,0,21
O=C(CN1CCSCC1)N/N=C/c1ccc(F)cc1F,7,1,-4,-2,-22,1.4,1,-3,-3
CCOC(=O)c1ccc(N/C=C/C(=O)c2ccccc2)cc1,-9,5,-17,1,-12,7.7,4,-37,25
COc1cccc(/C=C/C(=O)c2ccc(C)c([N+](=O)[O-])c2)c1,-14,0,31,-4,-10,0.7,0,2,7
COCCNC(=O)C1CC(=O)N(CCc2ccccc2)C1 (stereo not given),1,0,-5,-5,-4,0.7,-2,3,0
COc1ccc(/C=C/C(=O)Oc2cccc(/C=N/NC(=O)c3cccc(F)c3)c2)cc1,-6,-1,-10,-15,-1,0.0,1,-34,1
O=C(CN1CCN(Cc2ccccc2Cl)CC1)N/N=C/C=C/c1ccco1,-16,-2,-109,-3,-6,-0.6,-1,-12,20
C(=N\n1cnnc1)/c1cccc(Oc2ccccc2)c1,18,-1,4,1,-10,1.2,0,-14,1
FC(F)(F)c1cnc2c(c1)Nc1ccccc1S2,-4,0,-3,2,-14,98*,-2,-55,1
CCOC(=O)Cn1c(SC)nc2sc3c(c2c1=O)CC(C)(C)OC3,-3,-1,-8,-2,0,0.4,3,-11,8
O=C(CCN1CCc2ccccc2C1)Nc1cccc(F)c1,5[fluorescence artefact?],0,0,-10,0,0.0,1,-3,0
CCc1cc2cc(C)cc(C)c2nc1SCC(=O)N1CCN(C(=O)c2ccco2)CC1,16,-11,-6,-4,9,0.2,-8,-6,-1
C=CCNC(=S)Nc1nc2c(cc1C(=O)OCC)COC(C)(C)C2,-14,-1,-23,-9,-6,-0.2,0,-14,24
COc1ccccc1N1CCN(c2ccc([N+](=O)[O-])nc2)CC1,-6,-1,-7,-6,-22,2.0,-2,-15,24
Cc1ccc(S(=O)(=O)N2CCCOC2)cc1,20,-1,-4,1,-20,-0.8,-4,2,-1
Cc1ccc2c(c1)N(CC(=O)NC1CCCCC1C)C(=O)CO2 (stereo not given),5,-3,1,-4,-14,-0.4,-2,-4,1
c1cc2[nH]snc2c2nc(C3CC3)nc12,0,-4,-15,3,-11,0.7,-32,1,4
COc1ccc(OC)c(S(=O)(=O)NCCc2cn3ccsc3n2)c1,2[fluorescence artefact?],-2,2,-14,14,1.4,-3,-5,0
CC(C)Cn1c(N)c(C(=O)COC(=O)c2c(F)cccc2F)c(=O)n(C)c1=O,-3,1,-1,3,-22,2.3,-4,-11,21
CC/C(CC(=O)C(F)(F)F)=N\NC(=O)/C(C#N)=C/N(C)C,2,0,9,-3,-7,-0.9,-5,-12,-1
O=C(COC(=O)C1=COCCO1)Nc1ncc(C(F)(F)F)cc1Cl,-7[fluorescence artefact?],-1,4,-13,-22,0.1,-3,-12,-1
C/C(=N\NC(=O)c1nn(C)c(C)c1Br)c1cccc(NC(=O)c2ccc(F)cc2)c1,10,-9,3,-2,4,5.5,-4,-5,0
CCC(CO)NCCNC(CC)CO (stereo not given),0,-2,5,-4,-13,0.1,-6,-14,-1
CCCOC(=O)Nc1cc(OC)c(Cl)cc1OC,-3,-2,-2,-9,-4,-0.4,2,-6,16
NC(=O)CSc1nnc(-c2cccc(S(=O)(=O)N3CCOCC3)c2)n1C1CCCCCC1,-4,2,-6,-6,-4,1.1,0,-11,2
Cc1nnc(NC(=O)C2(c3ccccc3)CCOCC2)s1,-6,1,7,-1,1,-0.2,-1,-13,-2
CC(=O)c1ccc(-c2nnc(CCC(=O)N(C)Cc3cccc4cnccc34)o2)s1,-6,-1,-21,5,1,0.2,2,5,6
Cc1ccc(NC(=O)Nc2c(Cl)cccc2Cl)cn1,-4,-1,-7,-4,-9,0.8,-3,-8,8

# Screens deposited in PubChem BioAssay by several laboratories.
